# UDG counterscr: counter-screen for AID inhibitors: uracil-DNA glycosylase inhibition; Potency, µM (doses to about 115 µM), inactives show at the highest dose activity change, negative = inhibition, actives largely listed as inhibitors; FRET deamination/UDG coupled assay, UDG read, 4 h; AID 1347430; 91,000 compounds, 0.14% hits; further: nearly all actives have a fitted effect of over 65% in size
# AID inh: blocks human AID cytidine deaminase activity; AID deamination FRET fluorescence, UDG-coupled, 4 h; 91,000 compounds, 0.32% hits; Potency, µM (series often up to 115 µM), for the others: top-dose activity change, negative = inhibition, most hits filed as inhibitors; Q9GZX7; AID 1347428; further: nearly all actives have a fitted effect of over 25% in size
# Target sequence (Q9GZX7 whole entry, looked up): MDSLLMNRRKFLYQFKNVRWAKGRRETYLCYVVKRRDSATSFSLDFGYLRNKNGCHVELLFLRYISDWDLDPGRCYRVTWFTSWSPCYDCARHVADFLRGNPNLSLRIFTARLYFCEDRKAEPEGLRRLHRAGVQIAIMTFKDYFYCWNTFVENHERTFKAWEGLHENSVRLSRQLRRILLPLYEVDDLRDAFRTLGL
# * = called active by the depositor; ? = inconclusive; & = joins results of further samples; [ ] = dose if it differs, or a comment. The call rests on the fitted dose curve; in most records, active means well fitted curve in the direction sought with a large enough effect; inconclusive means small, poorly fitted or top-dose-only effect, or another doubt; inactive means no such curve, though single readings can be large; an effect the other way counts as inactive or inconclusive. On the % scale 0 is the no-effect control and ±100 the full control effect; potency means the concentration at half of the fitted maximal effect.
SMILES,UDG counterscr,AID inh
Cc1ccc(-c2nn3c(C)nnc3c3ccccc23)cc1S(=O)(=O)NC(C)(C)CO,60%[activator],-1%
COC(=O)c1ccc(OCc2cc(OC)c(Br)cc2OC)cc1,-3%,-9%
COc1ccc(/C=C2\N=C(SC)SC2=O)cc1C,-2%,-11%
Cc1nc2nc[nH]n2c(=O)c1NC(=O)Nc1cccc(C(F)(F)F)c1,12%,-3%
COc1cccc2c1cc1c(=O)n(CC(=O)N3CCN(c4cccc(C)c4C)CC3)nc(C)n12,0%,1%
c1ccc(COc2ccc3cc[nH]c3c2)cc1,-5%,-7%
Cc1ccccc1C(=O)N/N=C1\CC(=O)CC(C)(C)C1,0%,5%
CC(C)NCC(O)c1ccc(NS(C)(=O)=O)cc1 (stereo not drawn),-2%,4%
Cc1ccc(CNS(=O)(=O)c2ccc(CCC(=O)O)cc2)cc1,-8%,-12%
Nc1nc(SCc2nc(-c3cccc(C(F)(F)F)c3)no2)n[nH]1,-5%,-6%
CCc1ccc(C(=O)C(C#N)C(=O)NCc2ccccc2)cc1 (stereo not drawn),-1%,-20%
O=C(NC1CCCC1)c1cc(-c2ccc(Cl)c(Cl)c2)nc2ccccc12,2%,5%
Cc1cccc(Nc2nc(-c3cc4ccccc4oc3=O)cs2)c1C,-2%,-9%
COc1ccc(S(=O)(=O)N2CCN(Cc3nc4ccc(C)cc4o3)CC2)cc1,17%,-11%
CCN(CCC(F)(F)F)C(=O)NCc1cccc2cccnc12,1%,-2%
COc1ccc(Cc2nnc3n2N(C(C)=O)C(c2ccccc2)=C(C(C)=O)S3)cc1,11%,18%
O=C1CSC2(C(=O)Nc3ccccc32)N1c1ccc(F)cc1 (stereo not drawn),-5%,-8%
Cc1cccc(CNC(=O)CCn2c(=O)c3cccn3c3ccc(F)cc32)c1,-1%[57.5 µM],-3%
COc1cccc2c1Oc1c(c(=O)n(-c3ccccc3)n1CC(=O)Nc1ccc(F)c(Cl)c1)C2,9%,-3%
N#CC1=C(N)Oc2c(c(=O)[nH]c3ccccc23)C1c1cccc(Cl)c1Cl (stereo not drawn),10%,-5%
COC(=O)c1cccc(OCC(O)CN(C)C(C)c2cccs2)c1 (stereo not drawn),1%,-5%
COC(=O)CCC(=O)c1cc(OC)ccc1OC,-10%,-2%
CCc1nc2ccccc2n1CCCCOc1ccccc1C,-10%[57.5 µM],?
Cc1ccccc1-c1nc(-c2ccc(Br)cc2)no1,6%,-2%
Cc1oc2cc3o/c(=N/O)c4c(c3cc2c1C)CCC4,-1%,5%
Cc1ccc(S(=O)(=O)N(C)C)cc1NC(=O)c1nn(Cc2ccccc2)c(=O)c2ccccc12,1%,0%
Cc1ccc(C(=O)N/N=C/c2ccncc2)s1,1%,-7%
COc1ccc(S(=O)(=O)NCCc2cn3ccsc3n2)cc1,9%[57.5 µM],0%
O=C(Nc1cccc(Cl)c1Cl)c1cc(S(=O)(=O)N2CCCCC2)ccc1F,-4%,13%
CCOc1cc(C(=O)OCC(N)=O)cc(OCC)c1OCC,9%,7%
COC(=O)C(NC(=O)Nc1ccccc1)C12CC3CC(CC(C3)C1)C2 (stereo not drawn),-3%,-2%
Cc1ccc(-c2csc(N)c2C#N)cc1,-5%,5%
COC(=O)COc1ccc2oc(-c3ccc(OC)cc3)cc(=O)c2c1,-4%,5%
CS(=O)(=O)Nc1cccc(CNC(=O)CC2CCCCC2)c1,-6%,-10%
CN(CC(O)COCC(Cl)CCl)S(=O)(=O)O (stereo not drawn),3%,4%
Cc1cccc(CC(=O)Nc2c(C(=O)Nc3cccc(F)c3)oc3ccccc23)c1,-6%,-3%
CC(C)(C)c1ccc(C(=O)N/N=C/Cc2ccccc2)cc1,4%,1%
Cc1ccc2sc(-c3ccc(N)cc3)nc2c1,-3%,10%
CCCCN(Cc1ccccc1)c1ccc(NS(=O)(=O)c2cccs2)cc1C(=O)O,2%,4%
O=C(CCc1ncc(-c2ccc(F)cc2)o1)N1CCCCC1Cc1ccccc1 (stereo not drawn),0%,-10%
COc1ccc(CCNC(=O)CCc2c(C)nc3c(c(C)nn3-c3ccc(C)cc3)c2C)c(OC)c1,-8%,16%
Cc1ccc2c(=O)cc(C(=O)Nc3ccc(S(=O)(=O)N4CCC(C)CC4)cc3)oc2c1C,-10%[57.5 µM],12%
CCCCN(CC)C(=O)COc1ccccc1C#N,-5%,-8%
CCCCc1cc(=O)oc2cc(C)c3c(C(C)(C)C)coc3c12,-9%,-11%
O=C(O)c1cc2ccc(OCc3ccccc3)cc2[nH]1,-11%,-8%
COc1ccccc1N1CCN(c2ncnc3c2cnn3-c2cc(Cl)ccc2C)CC1,?,-15%
COc1cccc(CNC(=O)C(c2ccccc2)c2ccccc2)c1,-10%,-2%
O=C(Cn1c(=O)n(Cc2ccc3c(c2)OCO3)c(=O)c2ccccc21)Nc1cccc(Cl)c1,-3%,-5%
CCc1ccc(NCc2cc3cc4c(cc3n(CC(=O)Nc3ccc(F)cc3)c2=O)OCCO4)cc1,-2%,55%[activator]
Cc1c(C(=O)NCc2ccc(Cl)cc2)oc2ccc3c(c12)C(=O)CC(C)(C)O3,-7%,?
O=c1c2oc3ccccc3c2n(Cc2ccccc2F)c(=O)n1Cc1ccccc1,-12%,-11%
COCCn1c(C)cc(O)c(C(c2ccc(C)cc2)N2CCCCC2)c1=O (stereo not drawn),24%,7%
O=C(Nc1ccc(Cl)cc1)c1ccc2oc(=O)n(Cc3ccccc3)c2c1,4%,3%
CC(Sc1n[nH]c(-c2ccccc2)n1)c1nc(C(C)(C)C)no1 (stereo not drawn),-6%,-3%
CC(Sc1nc(-c2cccs2)nc2ccccc12)C(=O)NC(C)(C)C (stereo not drawn),5%,0%
CCS(=O)(=O)N1CCc2cc(C(=O)N3CCN(c4ccccc4OC)CC3)ccc21,23%,19%
O=C(NCc1ccccc1)C(=O)Nc1ccc2nc3n(c(=O)c2c1)CCCCC3,-4%[57.5 µM],-9%
COc1ccc(-c2nn(CC(=O)NC3CCCC3)c3c2cnc2ccc(F)cc23)cc1,50%[activator],0%
COc1ccc(C(=O)Nc2nnc(C(C)C)s2)cc1OC,-1%,6%
CCOC(=O)c1cnc2c(OC)cccc2c1Nc1cccc(O)c1,12%,2%
# Further entries:
SMILES,UDG counterscr,AID inh
COc1ccc(Cl)cc1NC(=O)C1CCN(S(=O)(=O)c2ccc(F)cc2)CC1,-9%,?
CCOc1ccc(-c2nc(C#N)c(NCc3ccco3)o2)cc1,-9%,-5%
CCn1nc(C(=O)N(C)c2cc(F)ccc2F)c2ccccc2c1=O,6%,5%
Cc1c(NC(=O)NCc2ccccc2)cccc1C(N)=O,1%,0%
O=C(NCc1ccccc1)c1ccc(CSc2nc3cccnc3n2Cc2ccccc2)cc1,-9%,-7%
COc1ccccc1CNC(=O)c1cc2ccc3ccc(C)[nH]c3c2n1,-3%,?
FC(F)(F)c1ccc(/C=N/Nc2cc(C(F)(F)F)ccc2Cl)cc1,1%,-11%
CCCCn1cc(S(=O)(=O)c2ccccc2)c(=O)c2cc(F)c(N3CCC(C)CC3)cc21,?,?
CCc1ccc(-c2nc(CS(=O)CC(=O)NCCc3ccc(Cl)cc3)c(C)o2)cc1 (stereo not drawn),-5%[57.5 µM],-18%
CC(C)NC(=O)c1c(Cl)cccc1Cl,2%,-3%
COc1ccc(-n2ncc3c(NC(C)(C)CO)ncnc32)cc1,-26%,?
CCOc1ccc(NC(=O)CN(C)S(=O)(=O)c2ccc3c(c2)c(=O)n(C)c(=O)n3C)cc1,-12%,22µM*
CCc1ccc(CN(C(=O)c2cc3ccccc3oc2=O)C2CCS(=O)(=O)C2)cc1 (stereo not drawn),-7%&3%,-15%&9%
COc1cccc(N2CCN(C(=O)Cn3cnc4onc(-c5ccc(F)cc5)c4c3=O)CC2)c1,-1%,3%
Cc1csc(C(C#N)C(=O)CSc2ccc3c(c2)OCCO3)n1 (stereo not drawn),2%,10%
COc1cc(C2NC(=O)c3c(sc4c3CCN(C)C4)N2)cc(Br)c1OC(=O)c1ccc(C)cc1 (stereo not drawn),-13%,107%[activator]
O=C1CCC(c2ccccc2)=NN1c1ccccc1,3%,-6%
COCCNC(=O)c1ccc2c(c1)N(Cc1cccc(Cl)c1)C(=O)c1ccccc1S2(=O)=O,-2%[57.5 µM],-2%
COc1ccc(NC(=O)CSCc2cc(=O)c3cc(C)ccc3[nH]2)cc1,-17%[57.5 µM],2%
CCOC(=O)c1ccc(NC(=O)CSc2nc3c([nH]c4ccccc43)c(=O)n2C)cc1,-13%[57.5 µM],-28%
CC1CCC(Nc2ccnc3cc(Cl)ccc23)CC1 (stereo not drawn),0%,-7%
O=C(Cn1nc(-c2ccccc2F)ccc1=O)NCc1cccnc1,10%,-3%
COc1ccc(Cl)cc1NCc1nnc2n1CCCCC2,0%,13%
CCN(CC)S(=O)(=O)c1cc(C(=O)Nc2ccc(C(=O)O)cc2)ccc1C,4%,2%

# In a second layout: entries from further up.
smiles	UDG counterscr	AID inh
COc1cc(C2NC(=O)c3c(sc4c3CCN(C)C4)N2)cc(Br)c1OC(=O)c1ccc(C)cc1 (stereo not drawn)	-13%	107%[activator]
Cc1csc(C(C#N)C(=O)CSc2ccc3c(c2)OCCO3)n1 (stereo not drawn)	2%	10%
COc1cccc(N2CCN(C(=O)Cn3cnc4onc(-c5ccc(F)cc5)c4c3=O)CC2)c1	-1%	3%
CCOC(=O)c1ccc(NC(=O)CSc2nc3c([nH]c4ccccc43)c(=O)n2C)cc1	-13%[57.5 µM]	-28%
COc1ccc(NC(=O)CSCc2cc(=O)c3cc(C)ccc3[nH]2)cc1	-17%[57.5 µM]	2%
O=C1CCC(c2ccccc2)=NN1c1ccccc1	3%	-6%
O=C(Cn1nc(-c2ccccc2F)ccc1=O)NCc1cccnc1	10%	-3%

# Later entries.
SMILES,UDG counterscr,AID inh
Cc1cccc(NS(=O)(=O)c2nnc(NC(=O)c3cccc(C)c3)s2)c1,-2%,?
Cc1ccc2c(CNCc3cccc(Cl)c3)c(C(=O)O)n(Cc3ccc(F)cc3Cl)c2c1,-11%[57.5 µM],3%
COc1cccc(NC(=O)c2cc3ccc(O)cc3oc2=O)c1,-1%,-5%
COc1cc(NC(=O)c2nc(-c3ccncc3)no2)cc(OC)c1OC,-23%,-3%
CCCN1C(=O)C(Cc2nc3ccccc3c(=O)n2-c2ccccc2)c2cc(C)ccc21 (stereo not drawn),?,-15%
CC(C)CCNC(=O)CCC(=O)N1Cc2ccccc2Oc2ncccc21,-2%,-13%
O=C1OCC2=C1C(c1cccc(Cl)c1)CC(=O)N2c1ccc(C(F)(F)F)cc1 (stereo not drawn),13%,15%
COc1ccc(C(=O)CCl)cc1Br,-5%,0%
CC(=O)N(CCC1(c2ccccc2)CCOC(C)(C)C1)Cc1ccccc1 (stereo not drawn),-8%,-6%
CCOC(=O)c1c(NC(=O)C2c3ccccc3Oc3ccccc32)sc2c1CCC(CC)C2 (stereo not drawn),?,6%
CC(=O)c1nn(-c2ccc(OC(F)(F)F)cc2)nc1Nc1ccccc1,0%,7%
CC(N)C(=O)OC(C)(C)Cc1ccc(Cl)cc1 (stereo not drawn),-12%,-5%

# Entries of single compounds, quoted from the list:
# Entry for CC(=O)c1nn(-c2ccc(OC(F)(F)F)cc2)nc1Nc1ccccc1 = UDG counterscr: 0%; AID inh: 7%
# Entry for COc1cc(NC(=O)c2nc(-c3ccncc3)no2)cc(OC)c1OC = UDG counterscr: -23%; AID inh: -3%
# Entry for O=C1OCC2=C1C(c1cccc(Cl)c1)CC(=O)N2c1ccc(C(F)(F)F)cc1 (stereo not drawn) = UDG counterscr: 13%; AID inh: 15%

# More compounds.
SMILES,UDG counterscr,AID inh
Cc1nc2ccc(S(=O)(=O)CCC(=O)Nc3ccc(F)cc3C)cc2s1,?,-2%
Cc1ccc(CSCC(=O)OCC(=O)c2ccc(-c3ccccc3)cc2)cc1,-16%,7%
COc1ccc(Nc2nc3ccccc3nc2NS(=O)(=O)c2ccc(C)cc2)cc1Cl,-2%,25%
CCOC(=O)C(=O)NCC(c1cccnc1)N1CCN(c2ccccc2)CC1 (stereo not drawn),6%,13%
O=Cc1cccn1-c1cccc(Cl)c1,-6%,-12%
CCOc1ccc(Nc2c(S(=O)(=O)c3ccc(C)cc3)cnc3ccc(F)cc23)cc1,-8%,-10%
CCOC(=O)C(c1ccccc1)C(C(=O)OCC)c1ccccc1 (stereo not drawn),1%,12%
O=C(Nc1ccc2nc[nH]c(=O)c2c1)c1ccc(Br)cc1Cl,0%,1%
COc1cc(OC)c(C(=O)Nc2nc(C)c(C(=O)N(C)C)s2)cc1OC,7%,1%
COCCn1c(SCc2ccccc2F)nc2c([nH]c3ccccc32)c1=O,-13%,-9%
COc1ccc(NC(=O)N2CCN(S(=O)(=O)c3ccc4c(ccn4C)c3)CC2)c(OC)c1,?,-20%

# A portion of the library. The share of hits here may be higher or lower than overall.
